# SRC1 TRFRET art – TR-FRET detection interference compounds, primary screen, artefact control for PPARgamma SRC-1 recruitment agonists, biochemical, TR-FRET emission ratio; TR-FRET detection artefact counter-screen; stronger effect = higher value; TR-FRET ratio at 8 µM; 99,000 tested, 0.34% active; AID 1051, 2008; in the data active means TR-FRET ratio above about 2300; further: inactives centre near 1800
# SRC3 TRFRET art – TR-FRET detection interference compounds, artefact control for PPARgamma SRC-3 recruitment agonists, biochemical, TR-FRET ratio | 99,000 tested, 0.39% active | TR-FRET ratio at 8 µM | AID 1048, 2008 | TR-FRET artefact counter-screen, PPARgamma/SRC-3 format; stronger effect = higher value; in the data active means TR-FRET ratio above about 2000; further: inactives centre near 1600
# * hit, by the source's call. Only part of the results is shown, so the mix of outcomes need not match the whole.
Compound	SRC1 TRFRET art	SRC3 TRFRET art
CC1CCN(CCCCOc2cccc(Br)c2)CC1	1969	1349
CC(C)=CC(=O)Nc1ccc(Cl)cc1	1640	1397
Cc1ccc2c(Cl)cc(Cl)c(OCC(=O)NC(C)(C)C)c2n1	1673	1322
Cc1csc(SCC(=O)NC(=O)Cc2ccccc2)n1	1979	1757
O=C(NCc1ccco1)c1cc(NS(=O)(=O)c2cccc([N+](=O)[O-])c2)ccc1O	1683	1640
O=C(Nc1nc2ccc(S(=O)(=O)N3CCCC3)cc2s1)c1ccco1	2124	1536
Cc1cccc(Nc2nc(N)c([N+](=O)[O-])c(N3CCN(C)CC3)n2)c1	1746	1442
COc1cccc(NC(=S)N2CCN(c3ccccn3)CC2)c1	1644	1587
Cn1cccc1CC(=O)N/N=C/C(Cl)=C/c1ccccc1	2381*	1886
S=C(NCc1ccccn1)Nc1ccccc1	1667	1380
Cc1cc(C=O)c(C)n1-c1ccc(Oc2ccc([N+](=O)[O-])cn2)cc1	1516	1546
FC(F)(F)c1cnc(C(c2ccccc2)c2ncn[nH]2)c(Cl)c1 (stereo not drawn)	1734	1644
Cc1ccc(C)c(N2C(=N)S/C(=C\c3ccc(-c4ccccc4C(=O)O)o3)C2=O)c1	1867	1554
COC(=O)/C(C#N)=C/c1ccc(C)o1	1931	1713
CC(=O)Nc1cccc(NC(=S)Nc2cccc(Cl)c2C)c1	1577	1409

# Next part; it opens with the three that closed the last part.
Compound	SRC1 TRFRET art	SRC3 TRFRET art
Cc1ccc(C)c(N2C(=N)S/C(=C\c3ccc(-c4ccccc4C(=O)O)o3)C2=O)c1	1867	1554
COC(=O)/C(C#N)=C/c1ccc(C)o1	1931	1713
CC(=O)Nc1cccc(NC(=S)Nc2cccc(Cl)c2C)c1	1577	1409
COc1cccc([C@@H]2Oc3ccc(Br)cc3C(=O)[C@H]2OC(=O)NC2CCCC2)c1	1833	1757
COCCCNCC(O)C(F)(F)F (stereo not drawn)	1662	1273
Cc1cccc(NC(=O)c2cc([N+](=O)[O-])ccc2NCC2CCCO2)n1 (stereo not drawn)	1797	1759
COc1ccc(CN(C)Cc2nc3scc(-c4ccccc4)c3c(=O)[nH]2)cc1OC	2152	1513
Cc1cc(C(=O)COc2ccc(C#N)cc2)c(C)n1-c1ccc2c(c1)OCO2	1837	1639
COc1ccccc1CC(=O)NC1CCCc2ccccc21 (stereo not drawn)	1920	1826
O=C(NNS(=O)(=O)c1ccc(Br)cc1)c1sccc1-n1cccc1	1792	1406
Cc1nc2c(ccc3nc(NC(=O)C(c4ccccc4)c4ccccc4)sc32)s1	1964	1616
CC1CC(C)(C)NC(=S)N1CCC(=O)N1CCc2ccccc21 (stereo not drawn)	1746	1382
CCCCCCN1CC(C(=O)OCC)C(=O)C1=O (stereo not drawn)	1759	1651
COc1ccc(CCN=C(NS(=O)(=O)c2ccc(Cl)cc2)c2ccccc2)cc1	1823	1484
O=C1c2ccccc2-c2nnc(-c3ccc(F)cc3)cc21	1642	1469
O=S(=O)(c1ccccc1Cl)N1CCC(O)(c2cccnc2)CC1	1581	1639
COc1ccc(CC(=O)Nc2cccc(-c3ccc4nncn4n3)c2)cc1OC	1913	1659
CCOC(=O)CNC(=O)CNC(=O)c1nn(-c2ccc(OC)c(Cl)c2)c(=O)c2ccccc12	1783	1657

# Rewritten with each value named: entries from further up.
> CC1CCN(CCCCOc2cccc(Br)c2)CC1
- SRC1 TRFRET art = 1969
- SRC3 TRFRET art = 1349

> CC(C)=CC(=O)Nc1ccc(Cl)cc1
- SRC1 TRFRET art = 1640
- SRC3 TRFRET art = 1397

> Cc1ccc2c(Cl)cc(Cl)c(OCC(=O)NC(C)(C)C)c2n1
- SRC1 TRFRET art = 1673
- SRC3 TRFRET art = 1322

# Following part
Compound	SRC1 TRFRET art	SRC3 TRFRET art
CCN(CC)C(=O)CNC(=S)N(CCCN1CCOCC1)Cc1cccs1	1664	1376
COc1ccc(OC(=O)CCc2c[nH]c3ccccc23)cc1	1641	1255
Cc1oc2ccc(NS(=O)(=O)c3cccc4cccnc34)cc2c1C(=O)OC(C)C	1599	1532
C(=N\n1cnnc1)/c1ccc(OCc2ccccc2)cc1	1955	1427
COc1ccc(NC(=O)c2nc3nc(C)cc(C(F)F)n3n2)cc1OC	1690	1583
O=C(CC1C(=O)NCCN1Cc1ccoc1)NCCc1ccc(Cl)cc1 (stereo not drawn)	1727	1760
CC(C(=O)NCCN1CCOCC1)(c1ccccc1)c1ccccc1	1837	1655
OC1(c2ccc(F)cc2)CSC(=Nc2cccnc2)N1Cc1ccco1 (stereo not drawn)	1878	1543
COc1ccc(/C=C/C(=O)Nc2ccc(OC)nc2)cc1	1954	1639
CSCCC(NC(=O)C1CCC(C)CC1)C(=O)OCC(=O)c1ccc(Cl)cc1 (stereo not drawn)	1858	1513
CN1CCN(C(=O)Nc2ccc3c(c2)N(C)C(=O)c2ccccc2S3)CC1	1802	1589
CCCn1c(C)cc(C(=O)COC(=O)c2nccnc2N)c1C	1960	1615
COc1ccc(-c2cn(-c3ccc(OC)cc3)c3[n+]2-c2ccccc2CC3)cc1	1676	1610
CCSC1=NCCN1S(=O)(=O)c1ccccc1	1677	1296
O=C(c1noc2c1CCCCC2)N1CCOCC1	1453	1526
NCCSC1CC(=O)N(Cc2ccc(F)cc2)C1=O (stereo not drawn)	1795	1522
O=C(CSc1nc2ccccc2c(=O)n1Cc1ccc(Cl)cc1)NCc1cccs1	1556	1378
CCCCCCCCCC[n+]1cccc2c3ccccc3ccc21	1873	1601
Cc1ccc(NC(=O)OCc2cncs2)cc1	2026	1601
CC1CCN(CCC(=O)Nc2ccc3c(c2)OCCO3)CC1	1809	1674
O=C(O)c1ccccc1CSc1ncccc1C(=O)O	2002	1566
COC(=O)CSc1nc(C)cc(C)c1C#N	1496	1513
Clc1c(-c2ccccc2)nnn1-c1ccccc1	1779	1343
CN(C)c1cccc(NC(=O)C2(C)CC2(Cl)Cl)c1 (stereo not drawn)	1853	1740
CCc1ccc(NS(=O)(=O)c2cccc3nonc23)cc1	1635	1842
O=C(NN1CCN(Cc2ccccc2Cl)CC1)c1ccc(Cl)cc1	1535	1523
CN1C(=O)c2ccccc2OC1(C)Cc1ccccc1 (stereo not drawn)	1777	1668
Cc1c2cnn(CC(=O)Nc3cccc(C(F)(F)F)c3)c(=O)c2c(C)n1Cc1ccccc1F	1731	1475
O=C(CCn1c(=O)oc2ccccc21)NCc1ccc2c(c1)OCO2	1887	1394
CCN(CC)S(=O)(=O)c1ccc(N2CCOCC2)c(NS(=O)(=O)c2ccc(C)cc2)c1	1842	1668
COc1ccc(-c2cc(C(=O)NNC3=NCCC3)c3c(C)nn(-c4ccccc4)c3n2)cc1	1803	1548
Cn1c(=O)n(C)c2cc([N+](=O)[O-])c(N3CCN(S(=O)(=O)c4ccccc4)CC3)cc21	1912	1592
Cc1cccc(N=Cc2[nH]c3ccc(Br)c(Cl)c3c2O)c1	1513	1552
O=C(O)/C=C\C(=O)NCc1cccnc1	1949	1617
Cc1c(C(=O)N2CCN(Cc3ccccc3)CC2)sc2ncnc(N3CCOCC3)c12	1905	1510
CC(NC(=O)CN1CCN(Cc2ccc(Cl)cc2)C1=O)c1ccc2c(c1)OCCO2 (stereo not drawn)	1845	1668
CC(Cc1ccccc1)C(=O)NCc1ccncc1 (stereo not drawn)	1641	1545
C/C(=N\Nc1nc(N2CCCCCC2)nc(N2CCCCCC2)n1)c1ccccc1	1755	1592
CC(=O)Nc1ccc(NC(=O)/C=C/c2ccc(Cl)cc2)cc1	1875	1946
CC1(C)SCC(C(=O)O)NC1=O (stereo not drawn)	1622	1555
Cc1ccc(C(=O)NNC(=O)c2cccnc2SCc2cccc([N+](=O)[O-])c2)cc1	1779	1920
Cc1ccc(NC(=O)c2cccnc2)cc1S(=O)(=O)N(C)C	1722	1472
NS(=O)(=O)c1ccc(CCNCc2cc(Br)ccc2OCc2ccccc2)cc1	1869	1667
CCOc1cc(CNCC(C)C)c(Cl)cc1OCC(=O)Nc1ccccc1	1870	1453
COc1cc(/C=N/NC(=O)C2CCN(CC(O)COCc3ccccc3)CC2)cc(OC)c1OC (stereo not drawn)	2040	1421

# New compounds follow
SMILES | SRC1 TRFRET art | SRC3 TRFRET art
Cc1c(Cl)cnc(NC(=O)COC(=O)CCc2nc3ccccc3s2)c1Cl | 1990 | 1621
CCOc1cc(C(=O)Nc2ccc([N+](=O)[O-])cn2)cc(OCC)c1OCC | 1824 | 1355
CN1CCC(N(C)C(=S)NC(=O)c2cc(-c3cccc(Br)c3)nc3ccccc23)CC1 | 2128 | 1719
COc1ccc(OCC(=O)N/N=C(\C)CC(=O)Nc2ccc(OC)cc2[N+](=O)[O-])cc1 | 1688 | 1598
COc1ccc(NC(=O)c2ccc(C#N)cc2)cc1NS(=O)(=O)c1ccc(F)cc1 | 1628 | 1544
CCOc1ccc(N2C(=O)CC(N3CCOCC3)C2=O)cc1 (stereo not drawn) | 1780 | 1624
O=C(N/N=C\c1ccc(F)cc1)c1ccc(F)cc1 | 1658 | 1572
Cc1ccc(C)c(S(=O)(=O)N2CCCOC2CNC(=O)C(=O)NCc2ccncc2)c1 (stereo not drawn) | 1909 | 1486

# Another view of some results above:
COc1ccc(NC(=O)c2ccc(C#N)cc2)cc1NS(=O)(=O)c1ccc(F)cc1
  SRC1 TRFRET art = 1628	SRC3 TRFRET art = 1544
CCOc1ccc(N2C(=O)CC(N3CCOCC3)C2=O)cc1 (stereo not drawn)
  SRC1 TRFRET art = 1780	SRC3 TRFRET art = 1624
O=C(N/N=C\c1ccc(F)cc1)c1ccc(F)cc1
  SRC1 TRFRET art = 1658	SRC3 TRFRET art = 1572
Cc1ccc(C)c(S(=O)(=O)N2CCCOC2CNC(=O)C(=O)NCc2ccncc2)c1 (stereo not drawn)
  SRC1 TRFRET art = 1909	SRC3 TRFRET art = 1486

# Following part.
SMILES | SRC1 TRFRET art | SRC3 TRFRET art
Cc1ccc(N2C(=O)c3ccccc3C2C(=O)c2ccc(O)cc2O)cc1 (stereo not drawn) | 1672 | 1824
CCOC(=O)CC1C(=O)NCCN1S(=O)(=O)c1ccccc1 (stereo not drawn) | 1797 | 1742
OC(COc1cc(Cl)c(Cl)cc1Cl)CN1CCN(c2ncccn2)CC1 (stereo not drawn) | 1751 | 1535
CN1CCN(/N=C/c2c3ccccc3c(Cl)c3ccccc23)CC1 | 1846 | 1538
O=C(CSc1nn(-c2ccccc2)c(=S)s1)NC1CCS(=O)(=O)C1 (stereo not drawn) | 1653 | 1240
COc1ccccc1N1CCN(c2ccc(Cl)nn2)CC1 | 1508 | 1398
COc1ccc(CSc2ncn[nH]2)cc1[N+](=O)[O-] | 1906 | 1481
COc1ccc(C(=O)N(C)c2c(C)n(C)n(-c3ccccc3)c2=O)cc1OC | 1572 | 1557
NC(=S)Nc1ccc2c(c1)OCO2 | 1962 | 1577
Cc1cc(NS(=O)(=O)c2ccc(NC(=O)c3cnc4scc(C)n4c3=O)cc2)nc(C)n1 | 1618 | 1472
Cc1ccccc1OCC(=O)N/N=C/c1ccc([N+](=O)[O-])o1 | 1792 | 1648
O=C1CCC([N+](=O)[O-])C(c2ccc3c(c2)OCO3)N1 (stereo not drawn) | 1890 | 1752
Cc1cc(Br)ccc1OCC(=O)NNC(=O)C(=O)Nc1ccccc1 | 1560 | 1325
CCO[C@H]1OC(C(=O)Nc2ccccc2)=C[C@@H](c2ccc(C(F)(F)F)cc2)[C@@H]1CCCO | 1798 | 1794
Cc1nc2nc[nH]c2cc1Br | 2128 | 1611
O=C(O)c1cc([N+](=O)[O-])ccc1Nc1ccccc1 | 1762 | 1581
CCOc1ccccc1/C=N/NC(=O)CNC(=O)c1cccs1 | 1775 | 1382
CC(=O)N1CCN(Cc2nc3scc(-c4ccccc4)c3c(=O)[nH]2)CC1 | 1667 | 1588
COc1ccc(OC)c(NC(=S)N(CCc2c(C)[nH]c3ccc(C)cc23)Cc2cccs2)c1 | 2111 | 1884
O=C(N/C(=C/C=C/c1ccccc1)C(=O)N1CCCCC1)c1ccc([N+](=O)[O-])cc1 | 1863 | 1506
COc1ccc(-n2c(=O)c3c4c(sc3n(CC(=O)NC3CCCC3)c2=O)CCCC4)c(OC)c1 | 1733 | 1405
CC(NC(=O)c1ccccc1F)c1nnc(SCC(=O)N2CCN(c3ccccc3)CC2)n1C (stereo not drawn) | 1911 | 1622
C=CCNC(=S)NNC(=O)c1ccc(=O)n(Cc2ccc(Cl)cc2Cl)c1 | 1846 | 1621
CCCCNCCOCCOc1ccccc1-c1ccccc1 | 1902 | 1546
O=C(Nc1ccccc1)Nc1nc(-c2ccc(Cl)cc2)cs1 | 1857 | 1744
CC1CCCCC1NC(=O)COC(=O)c1ccc2c(c1Cl)C(=O)c1ccccc1C2=O (stereo not drawn) | 1814 | 1572
COc1ccccc1-n1c(CNC(=O)c2cccs2)n[nH]c1=S | 2094 | 1604
CCCc1cc(=O)[nH]c(SCC(=O)CSc2nc(CCC)cc(=O)[nH]2)n1 | 1989 | 1649
CCc1ccc(OCC(=O)NC(NC(=S)Nc2ccccc2C)C(Cl)(Cl)Cl)cc1 (stereo not drawn) | 1847 | 1604
CS(=O)(=O)N(CC(=O)NCCSC1CCCCC1)c1cccc(F)c1 | 1666 | 1511
CC1=CC=CN2C1=NC(=O)CC2(C)C(=O)N(CC(=O)NC1CCCC1)c1cc(C)cc(C)c1 (stereo not drawn) | 1912 | 1550
Cc1c(NC(=O)C(C)n2cc([N+](=O)[O-])cn2)c(=O)n(-c2ccccc2)n1C (stereo not drawn) | 1766 | 1758
CC(=O)N1c2ccc(Cl)cc2C2C=CCC2C1c1cccc2ccccc12 (stereo not drawn) | 1794 | 1517
O=C(COc1cccnc1[N+](=O)[O-])Nc1ccc(S(=O)(=O)N2CCOCC2)cc1 | 1710 | 1833

# Assay outcomes as filed in PubChem BioAssay.
